Screening data as filed in PubChem.
Insulin prom up: MIN6 insulin promoter up-regulation; MIN6 insulin promoter-GFP reporter, high-content imaging; active compounds read high; z-score at 5 µM; AID 1625; actives 0.3% (n = 190,000);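 active = z-score above 3 at 5 µM with at least 500 cells counted in the well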
NOD2 inhibition: inhibition of NOD2-driven NF-kB reporter – cell-based, luminescence, uHTS, HEK293 (AID 1566) | HEK293 NOD2/NF-kB luciferase reporter, luminescence; higher % means a stronger effect | inhibition, % at 4 µM; hits with a dose series show EC50 in µM | actives 0.63% (n = 290,000); in the data active = inhibition above about 50%; note: many of its hits are not listed in these tables
Dynein cargo inh: dynein cargo transport inhibition; actives 0.47% (n = 220,000); 3617.4 mouse cells, GR-EGFP nuclear translocation imaging; test concentration mostly 20 µM; stimulated with dexamethasone, 1 µM; active compounds read low; z-score, hits read low; AID 1381;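 active = plate z-score of nuclear minus cytoplasmic receptor signal below a set negative limit, without overly bright fluorescence or cell loss, cut at about -3.5 in these data, passing the limit was not always enough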;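 note: z-score of nuclear minus cytoplasmic ring GR-EGFP intensity difference per well; some compounds called inactive have numbers as strong as hits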
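Also added – dexamethasone, 1.0 µM final · Buffer or medium – tet-free, stripped-serum medium · Schedule – induction 48 h, compound 1 h, agonist 30 min · Detection – formaldehyde fixation, Hoechst nuclear stain, 10x automated fluorescence imaging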
NOD1 inhibition: inhibition of NOD1-driven NF-kB reporter – cell-based, luminescence, uHTS, primary screen (AID 1578). one-dose inhibition, % at 4 µM; EC50 in µM for titrated hits. NOD1-driven NF-kB luciferase reporter cells, luminescence; higher % means a stronger effect. actives 1% (n = 290,000); in the data active = inhibition mostly above about 36%, no sharp cut-off; inactive = mostly below about 34%;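 note: HEK-293T reporter cells stimulated with the NOD1 agonist gamma-tri-DAP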
Autophagy HCS: autophagy modulation, high-content screen | actives 0.98% (n = 190,000) | MEF GFP-LC3 puncta imaging; test concentration mostly 10 µM | calls only at 10 µM (by protocol) | AID 463193;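 active = percentage of spot-positive cells more than 3 SD above its plate mean, without a fluorescence outlier flag or 80% toxicity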;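 note: spot-positive cell cutoff set from DMSO-treated cells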
P. falciparum M17LAP: P. falciparum M17LAP inhibitors, primary screen, biochemical, fluorogenic H-Leu-NHMec substrate, 1536-well (AID 1619). recombinant M17LAP, H-Leu-NHMec fluorogenic kinetic assay; higher % means a stronger effect. inhibition, % at 30 µM; hits with a dose series show IC50 in µM. actives 0.38% (n = 220,000);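 active = compound inhibiting the enzyme by more than half at any dose during confirmatory dose-response retesting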;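 note: plate controls were full reaction with DMSO carrier for no effect and no enzyme background for full effect; strong numbers were not always called active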
b-catenin transl: modulators of beta-catenin nuclear translocation; nuclear translocation activity, % at 5 µM; HeLa beta-catenin nuclear translocation, immunofluorescence imaging; actives 0.3% (n = 190,000);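 active = nuclear translocation activity above 50% at 5 µM, with a well cell count of 50 or more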;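 note: per-cell ratio of nuclear to cytoplasmic median beta-catenin stain intensity; plate controls were DMSO negative control for no effect and GSK-3 inhibitor IX positive control for full effect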
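Test system: human HeLa cells, endogenous beta-catenin. Times: 24 h compound exposure, 37°C. Measured by: beta-catenin immunofluorescence imaging with DAPI.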
Yfh1-off respiration: enhancers of respiration in Yfh1-depleted yeast, dose response, Friedreich's ataxia, plus single-dose screen (AID 1465); S. cerevisiae Yfh1-off respiration, WST-1 reduction, 72 h; higher fold induction means a stronger effect; fold induction at 50 µM, or EC50 in µM where a hit was titrated; actives 0.074% (n = 220,000);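 active = fold induction of absorbance versus untreated yeast above a set limit, then at least 30% activation at any dose in follow-up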;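 note: activators that raise dye reduction in frataxin-depleted yeast; strong numbers were not always called active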
MT stabilize HCS: microtubule stabilizers in HeLa cells; HeLa tubulin immunostaining HCS, 24 h; share of cells brighter than vehicle mean+2SD; % tubulin-high responders, % at 10 µM; actives 0.83% (n = 200,000);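 active = plate Z-score above 3 for both tubulin-high and condensed-nucleus cell shares, with cell loss under 80%, at 10 µM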;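 note: anti alpha tubulin signal scored within the nucleus-defined area of each cell; some results filed as inactive read as strong as hits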
Dynein cargo inh cytoplasmic EGFP: also measured in Dynein cargo inh; calls as there; z-score; measured here: cytoplasmic GR-EGFP intensity; active compounds read high
Dynein cargo inh nuclear GR-EGFP: also measured in Dynein cargo inh; calls as there; z-score; measured here: nuclear GR-EGFP intensity;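 lower value marks the stronger effect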
Dynein cargo inh cell count: also measured in Dynein cargo inh; calls as there; z-score; measured here: cell count per field
Insulin prom up cell count: also measured in Insulin prom up; calls as there; cell count; measured here: cytotoxicity, nuclei count;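 total cells summed across four imaged fields per well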
b-catenin transl cell count 5 µM: also measured in b-catenin transl; calls as there; cell count; measured here: cell count, cytotoxicity flag
MT stabilize HCS Hoechst-high %: also measured in MT stabilize HCS; calls as there; % Hoechst-high responders; measured here: nuclear condensation Hoechst responders;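 share of cells brighter than vehicle mean plus two SD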
MT stabilize HCS cytotoxicity %: also measured in MT stabilize HCS; calls as there; toxicity, %; measured here: cytotoxicity by cell density;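 0% = mean cell density of plate MIN control wells and 100% = no cells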
Autophagy HCS cell loss 18 h: further read-out of Autophagy HCS, marked with its call; toxicity, %; measured here: cell loss, nuclei count;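 cell loss after 18 h compound exposure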
* marks the source's active call; other numbers are inactive results; i = inactive; x = no result given. Only part of the results is shown (hit frequency here may not be typical).

nr	Structure	Insulin prom up	Insulin prom up cell count	NOD2 inhibition	Dynein cargo inh	Dynein cargo inh cytoplasmic EGFP	Dynein cargo inh nuclear GR-EGFP	Dynein cargo inh cell count	NOD1 inhibition	Autophagy HCS	Autophagy HCS cell loss 18 h	P. falciparum M17LAP	b-catenin transl	b-catenin transl cell count 5 µM	Yfh1-off respiration	MT stabilize HCS	MT stabilize HCS Hoechst-high %	MT stabilize HCS cytotoxicity %
1	O=C(Nc1ccc2nc(-c3ccc(Br)o3)[nH]c2c1)c1cccs1	-0.79	1468	-15%	-0.23	-0.047	-0.25	0.44	-58%	i	-6	11%	-1.0	1382	i	1.5	1.2	6.3
2	COc1ccccc1CC(=O)Nc1ccc2c(c1)C(=O)NC2=O	1.1	1526	7%	3.2	-0.21	2.2	-1.7	-11%	i	12	3%	1.5	869	i	3.2	1.2	1.7
3	COc1ccc(Cn2c(SC)nc3ccccc32)cc1[N+](=O)[O-]	-0.15	1399	4%	0.29	0.068	0.71	1.1	x	i	-20	-8%	5.1	1323	i	1.9	2.0	7.8
4	O=C(Cc1cccs1)NCc1ccncc1	0.02	1275	-17%	1	-0.21	0.61	-0.21	-19%	i	17	-1%	-0.9	1426	x	1.3	1.7	9.6
5	COc1ccc(Cl)cc1NC(=O)N1CCC(C)CC1	0.38	1411	-7%	0.0011	-0.3	0.093	0.59	-31%	i	-9	6%	0.4	1072	i	2.9	1.1	1.1
6	CCCn1c(=O)c2ccccc2n2c(SCCOc3ccccc3)nnc12	0.63	1036	0%	0.64	-0.19	1.1	-0.13	-11%	i	27	2%	-2.6	1188	i	2.6	2.1	15
7	O=c1c(C/C=C/c2ccccc2)c(O)ccn1CCc1c[nH]c2ccccc12	0.99	1624	-34%	-1.1	-0.3	-0.51	1.3	-11%	i	15	-2%	0.1	875	i	5.4	1.8	9.8
8	Cc1ccc(OCC(=O)NCC(=O)Nc2ccc(F)c(F)c2F)c([N+](=O)[O-])n1	-0.24	1487	-6%	0.22	-0.15	0.21	0.13	-37%	i	4	-3%	0.3	1099	i	5.3	2.1	7.3
9	CCOC(=O)CCNC(=O)N1CCCC(C(=O)c2cccc(Cl)c2)C1 (stereo not given)	-0.35	1339	27%	-0.79	-0.31	-0.56	0.97	-5%	i	-9	-8%	-0.9	1192	i	3.3	1.4	5.4
10	Cc1ccc(Nc2cc(C)nn2-c2nc(C)cc(C)n2)cc1	-1.5	1067	16%	2.4	-0.16	1	-0.99	12%	i	-4	3%	-2.2	785	x	1.6	1.6	1.3
11	COc1nc(OC)nc(N2CCC(C(=O)NCc3ccco3)CC2)n1	-0.11	1263	6%	-0.45	-0.066	0.61	-0.097	x	i	-38	-9%	x	x	i	2.3	1.6	7.4
12	Cc1cc(C)c2c(N)c(C(=O)NCc3ccco3)sc2n1	-0.62	1206	-12%	0.24	-0.27	0.35	0.26	2%	i	2	7%	1.8	1207	i	2.3	2.2	4.2
13	Cc1onc(-c2c(F)cccc2Cl)c1C(=O)NCc1ccco1	-1.1	916	4%	3.2	-0.064	1.8	-2.1	14%	i	16	8%	0.3	680	i	3.4	1.2	0.3
14	O=C(N/N=C(\c1ccccc1)c1ccccn1)c1cccc([N+](=O)[O-])c1	-2.8	664	-24%	5.2	-0.084	3.5	-2.4	103%*	i	32	23%	0.4	1107	i	3.5	0.7	30
15	COc1ccc(Br)cc1CN1CCN(C(=O)c2cccc(OC)c2OC)CC1	-0.15	890	-4%	0.72	-0.23	0.24	-0.17	-7%	i	0	21%	-4.0	1077	i	1.0	1.0	6.1
16	COCc1nnc(SCC(=O)NC(C)c2ccccc2)n1-c1ccccc1 (stereo not given)	1.2	1901	3%	-0.12	-0.24	-0.15	0.21	-27%	i	3	-4%	0.5	1129	i	3.8	3.0	5.0
17	Cc1ccc(C)c(OCC(=O)NCCNC(=O)COc2cc(C)ccc2C)c1	x	x	4%	1.5	-0.015	0.74	-2.3	-33%	i	-1	-11%	-1.8	1250	i	2.8	1.9	4.3
18	O=C/C(=C\Nc1ccccn1)c1nc2cc(Cl)ccc2o1	x	x	-14%	-1.1	0.22	-0.21	-0.28	32%	i	0	16%	13	256	i	2.0	0.9	24
19	C=CCSc1n[nH]c(=O)n1-c1cccc(C(F)(F)F)c1	1.9	1433	27%	0.27	-0.26	0.082	-0.13	-3%	x	x	-3%	-2.3	1104	i	x	x	x
20	C=CCn1c(SCC(=O)Nc2nnc(CC)s2)nnc1-c1ccncc1	2.1	1577	19%	1.3	-0.16	1.1	-1	17%	i	-15	10%	4.0	871	i	2.9	1.6	7.9
21	Cc1cc(-c2nnc3sc(-c4ccc(Cl)cc4Cl)nn23)n[nH]1	1.9	995	7%	-0.91	-0.13	-0.23	0.41	12%	i	16	0%	-0.3	1138	i	5.8	3.5	7.6
22	Cc1cc(CN2CCCCC2)oc1C(=O)O	0.11	976	3%	0.49	-0.16	0.93	0.18	-15%	i	24	-10%	1.6	1162	i	1.5	1.3	5.8
23	Cc1ccc(C(=O)OCC(=O)Nc2sc3c(c2C#N)CCCC3)cc1NC(=O)c1ccco1	-0.07	892	13%	-0.64	-0.45	-0.071	1	-11%	i	-5	6%	-2.9	1224	i	1.7	1.2	10
24	CCOCCn1c(CC)nc2ccccc21	-0.33	1469	10%	0.94	-0.17	0.76	-0.1	17%	i	12	6%	0.0	1025	i	3.4	1.3	10
25	COc1cc2c(c(OC)c1OC)C(=O)CC2	-0.19	1092	3%	0.66	-0.22	0.11	-0.42	-4%	x	x	-2%	-0.4	1325	i	x	x	x
26	Cc1nc2nc3c(cn2n1)C(=O)CC(c1ccccc1)C3 (stereo not given)	-0.55	1286	2%	0.29	-0.17	0.31	0.08	-18%	i	6	-2%	-7.7	794	i	2.4	1.7	3.6
27	Nc1ccc(Nc2ccccc2N)cc1	0.33	527	18%	-1.1	-0.02	-0.34	0.8	3%	i	10	9%	5.8	1179	i	8.6	1.2	2.5
28	O=C(NC(Cc1ccccc1)C(=O)O)/C(=C/c1ccc([N+](=O)[O-])cc1)NC(=O)c1ccccc1Br (stereo not given)	0.93	1261	14%	0.23	1.1	0.48	-0.37	-23%	i	-3	47%	0.1	1080	i	2.9	4.4	6.2
29	N#Cc1c(NC(=O)C2CC(c3c(F)cccc3Cl)=NO2)sc2c1CCC2 (stereo not given)	-0.11	1366	-50%	0.18	-0.22	0.37	-0.67	-9%	i	9	1%	-1.8	1243	i	1.4	1.9	2.9
30	COc1cccc(C(=O)OCCCN(C)C)c1	0.53	1419	18%	-0.53	-0.14	-0.18	0.35	-9%	i	12	1%	x	x	i	4.8	2.5	8.4
31	Cc1ccc(NC(=S)NCCN(C2CCCCC2)C2CCCC2)cc1C	0.36	1391	-9%	0.92	-0.24	1.4	-1.6	-16%	i	24	-4%	-0.4	1017	i	2.1	1.7	0.1
32	COc1cc(N2CN=c3s/c(=C\c4ccccn4)c(=O)n3C2)cc(OC)c1OC	0.91	791	2%	0.078	-0.16	0.84	0.4	26%	i	16	10%	-3.6	1109	i	3.1	2.2	4.8
33	CC1(C)CC(=O)C(C(c2ccncc2)C2C(=O)CC(C)(C)CC2=O)C(=O)C1	0.39	1131	16%	-0.56	-0.36	-0.45	0.38	-3%	i	-5	x	-0.4	993	i	3.1	1.3	10
34	COc1ccc2cnnc(SCC(=O)Nc3ccccc3)c2c1OC	-0.1	1292	10%	2.5	-0.24	1.3	-1.3	-23%	i	-6	35%	-1.8	956	i	5.0	3.0	9.4
35	COc1ccc(Cl)cc1N1C(=O)C2CCCN2C1c1cccc(F)c1 (stereo not given)	0.63	911	6%	-0.21	-0.19	-0.005	-0.08	-3%	i	4	8%	x	x	i	2.3	3.0	2.3
